Screening results deposited in PubChem BioAssay by several laboratories.
BoNT A protease = BoNT A light chain protease inhibition. multiplex microsphere protease substrate cleavage, flow cytometry. inhibition, % at 10 µM. 360,000 tested, 0.17% active. AID 588499; note: plate controls were buffer without enzyme for full effect and enzyme alone for no effect
FadD28 binding = inhibitors of Mycobacterium tuberculosis FadD28 bisubstrate binding; inhibition, % at 12.5 µM; FadD28 bisubstrate probe binding, fluorescence polarization; AID 588549; 360,000 tested, 0.22% active; in the data active = inhibition above about 8.5%, passing the limit was not always enough; inconclusive = no clear call, values can overlap the other calls
Anthrax LF prot = anthrax lethal factor protease inhibition | P15917 | multiplex microsphere protease cleavage assay, LF | inhibition, % at 10 µM | 360,000 tested, 0.12% active; note: plate controls were buffer without enzyme for full effect and enzyme alone for no effect
Target sequence (P15917 whole entry, looked up): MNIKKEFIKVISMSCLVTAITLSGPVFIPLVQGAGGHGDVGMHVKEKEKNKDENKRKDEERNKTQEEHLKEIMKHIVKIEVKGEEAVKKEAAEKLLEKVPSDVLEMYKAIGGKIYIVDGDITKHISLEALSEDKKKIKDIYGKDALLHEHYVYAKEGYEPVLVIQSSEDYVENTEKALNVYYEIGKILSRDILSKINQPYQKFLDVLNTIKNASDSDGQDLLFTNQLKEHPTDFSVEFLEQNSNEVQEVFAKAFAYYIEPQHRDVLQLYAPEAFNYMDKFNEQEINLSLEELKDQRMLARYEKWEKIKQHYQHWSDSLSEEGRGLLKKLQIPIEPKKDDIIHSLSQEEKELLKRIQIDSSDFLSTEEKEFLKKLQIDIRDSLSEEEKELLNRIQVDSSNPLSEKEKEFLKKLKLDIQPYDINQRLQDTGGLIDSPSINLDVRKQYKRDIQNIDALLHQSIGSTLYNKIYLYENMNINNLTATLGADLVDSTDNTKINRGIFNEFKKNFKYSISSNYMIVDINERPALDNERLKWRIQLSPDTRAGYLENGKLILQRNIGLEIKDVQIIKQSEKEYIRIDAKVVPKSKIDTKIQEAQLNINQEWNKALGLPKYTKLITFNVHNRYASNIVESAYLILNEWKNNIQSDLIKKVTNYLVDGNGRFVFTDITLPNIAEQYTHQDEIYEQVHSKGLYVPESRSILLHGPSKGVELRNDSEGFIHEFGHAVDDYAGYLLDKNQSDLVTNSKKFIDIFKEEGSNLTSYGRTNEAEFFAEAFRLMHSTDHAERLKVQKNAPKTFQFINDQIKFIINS
PfHsp40 yeast = compounds rescuing yeast from Plasmodium falciparum HSP40 toxicity; growth rescue, % at 12.5 µM; 340,000 tested, 0.68% active; AID 504582; S. cerevisiae expressing PfHsp40, growth rescue, ATP luminescence; in the data active = growth rescue above about 28%, passing the limit was not always enough; inconclusive = no clear call, values can overlap the other calls;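 note: yeast W303a lacking pdr1 and pdr3 grown in galactose medium; growth measured after three days at 30 °C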
Yp Topo-I inh = inhibitors of Yersinia pestis topoisomerase I. Y. pestis Topo-I cleavage product accumulation, plate reader. activity, % at 10 µM. 360,000 tested, 0.064% active. AID 504884; in the data active = activity above about 50%, passing the limit was not always enough; inconclusive = no clear call, values can overlap the other calls; note: inactives centre near 2
PrPC TRFRET = reduces human prion protein on the cell surface | P04156 | inhibition, % at 13.8 µM | AID 720596 | cell surface PrPC, TR-FRET read-out | 370,000 tested, 0.43% active; in the data active = inhibition above about 24%; note: 0% = median of the test wells and 100% = reference compound wells
CCHFV vOTU inh = blocks the CCHF virus ovarian tumor domain protease; CCHFV vOTU protease, Pep-AMC fluorescence; inhibition, % at 11.5 µM; 370,000 tested, 0.55% active; in the data active = inhibition above about 30%; note: 0% = vehicle wells with enzyme and 100% = no enzyme wells
TcdB inh = blocks C. difficile toxin B glycohydrolase activity; P18177; inhibition, % at 9.99 µM; TcdB glycohydrolase enzymatic assay, plate reader; 350,000 tested, 0.24% active; in the data active = inhibition above about 10%
BoNT F protease = inhibitors of Botulinum neurotoxin F light chain protease; 360,000 tested, 0.22% active; inhibition, % at 10 µM; Multiplex microsphere protease cleavage assay, flow cytometry; in the data active = inhibition above about 35%, passing the limit was not always enough; inconclusive = no clear call, values can overlap the other calls; note: plate controls were buffer without enzyme for full effect and enzyme alone for no effect
Numbers without * were called inactive; ? = inconclusive; · = not tested or not shown; & = joins results of further samples. Cut-off read from the data, not from the text of the source, unless noted: active = inhibition above about 30%; inconclusive = no clear call, values can overlap the other calls; inactive = below that.

SMILES	BoNT A protease	FadD28 binding	Anthrax LF prot	PfHsp40 yeast	Yp Topo-I inh	PrPC TRFRET	CCHFV vOTU inh	TcdB inh	BoNT F protease
COc1ccc(S(=O)(=O)N2CC(C)N(C(=O)N3CCOCC3)C2)cc1 (configuration not stated)	0.5	0.1	20	0.4	5	-1	-14	0.1	-6
O=C(O)c1nn(Cc2ccc(Cl)cc2)c2ccccc12	0.0	-2.6	-1	·	6	-3	21	4.8	-1
CCCCCc1nnc(NS(C)(=O)=O)s1	-0.2	-0.5	-2	0.0	6	-4	-17	·	-4
CN(C)C(=O)OCc1c(-c2ccccc2)ncc2ccccc12	·	·	·	1.0	·	-7	8	2.4	·
CCOC(=O)c1c(NC(=O)CN2C(=O)NC3(CCCC3)C2=O)sc(C)c1CC	-3.3	-3.6	2	0.7	5	3	25	0.7	?
COC(=O)c1sccc1-c1ccc(C(=O)Nc2cccnc2)o1	1.7	-3.0	-9	-0.1	-1	-3	8	·	2
CCOC(=O)c1c(C)c(C(=O)N2CCN(c3ccccc3)CC2)c(C)n1C	-0.4	-1.9	-1	0.7	10	0	0	-0.5	2
CCOc1oc(-c2ccc(OC)cc2)nc1C(F)(F)F	0.3	0.2	0	-0.3	14	0	-13	·	-1
O=C(CN1C(=O)NC2(CCCC2)C1=O)Nc1ccc(OC(F)(F)F)cc1	-0.5	-3.9	1	0.0	0	5	22	0.2	-8
CC(C)CC1NC(=O)C(CC(C)C)N(CO)C1=O (configuration not stated)	0.2	-1.1	0	-1.4	11	4	-5	0.4	-4
CN(C)/C=C1\C=C(c2ccccc2)OC1=O	-1.1	-2.5	0	-1.2	-9	4	-12	·	-17
COc1cc2cc(CN(Cc3cccs3)C(=S)Nc3ccccc3)c(=O)[nH]c2cc1OC	-0.2	-40	0	-0.2	7	-7	-30	·	-2
CC(C)c1ccc(CNc2c([N+](=O)[O-])c(=O)oc3ccccc23)cc1	0.5	-1.5	-1	-0.4	24	1	6	-1.1	2
CCC(C)NC(=O)c1ccc(C)c(NC(=O)C2=C(C)OCCS2)c1 (configuration not stated)	-2.6	0.5	-6	-1.5	-2	3	-5	2.9	7
O=C(O)C/C(=C\c1ccc(Cl)cc1)c1nc2ccccc2o1	0.7	0.1	-5	135*	3	-7	7	0.2	2
Fc1ccc(-c2csc3[n+]2CCS3)cc1	-0.7	-1.2	-3	-1.2	1	3	-5	·	4
Cc1ccc(SCc2cc(=O)[nH]c(N3CCN(Cc4ccc5c(c4)OCO5)CC3)n2)cc1	-0.2	-2.6	0	2.6	4	-1	3	·	3
CC1(C)CN(c2ccc(C(=O)c3ccccc3)cc2)C1=O	-0.7	-0.7	8	·	2	-9	-2	0.7	0
Cc1cc(C(=O)NCC(=O)Nc2ccc(F)c(F)c2)c(C)o1	-0.2	-0.4	-4	-0.7	0	0	2	1.2	1
CN(CC(=O)Nc1ccccc1Br)C(=O)c1n[nH]c2ccccc12	-0.4	-1.1	0	-1.5	1	10	-5	0.5	4

Grouped by structure, those above containing an aryl methoxy group.
SMILES	BoNT A protease	FadD28 binding	Anthrax LF prot	PfHsp40 yeast	Yp Topo-I inh	PrPC TRFRET	CCHFV vOTU inh	TcdB inh	BoNT F protease
COc1ccc(S(=O)(=O)N2CC(C)N(C(=O)N3CCOCC3)C2)cc1 (configuration not stated)	0.5	0.1	20	0.4	5	-1	-14	0.1	-6
CCOc1oc(-c2ccc(OC)cc2)nc1C(F)(F)F	0.3	0.2	0	-0.3	14	0	-13	·	-1
COc1cc2cc(CN(Cc3cccs3)C(=S)Nc3ccccc3)c(=O)[nH]c2cc1OC	-0.2	-40	0	-0.2	7	-7	-30	·	-2

Next compounds:
SMILES	BoNT A protease	FadD28 binding	Anthrax LF prot	PfHsp40 yeast	Yp Topo-I inh	PrPC TRFRET	CCHFV vOTU inh	TcdB inh	BoNT F protease
O=C(CSc1ccc2nnc(-c3ccncc3)n2n1)Nc1ccc2c(c1)OCO2	-0.2	-2.8	2	0.7	2	-9	23	-0.3	-4
Cc1ccc(S(=O)(=O)NCCC2=CCCCC2)cc1C(N)=O	-0.1	-2.5	2	1.7	5	9	-3	1.9	-3
CC(=O)C1(C)OC(N)=C(C#N)C(c2ccccc2)C1(C#N)C#N (configuration not stated)	0.7	0.3	-2	0.8	4	3	4	·	8
CCC(=O)c1ccc(OCC(=O)N2CCN(CC(=O)Nc3ccccc3C(F)(F)F)CC2)cc1	-0.4	-2.9	-9	3.0	38	-7	10	0.3	2
Cc1cccc(COc2coc(CN3CCN(C(=O)c4ccco4)CC3)cc2=O)c1	0.6	-2.9	5	0.0	10	-1	19	-1.7	5
Cc1c(NC(=O)OCCSc2nc(N(C)C)nc(N(C)C)n2)sc(=S)n1C	-2.4	-2.4	-3	-0.9	-5	0	3	·	-15
COc1ccccc1-c1nc(-c2ccc(C(=O)O)cc2)no1	0.0	-8.1	7	-2.1	-8	7	1	-1.0	2
COc1ccc(/C=C2/SC(=S)N(CC(=O)O)C2=O)cc1OCc1ccc(Cl)cc1	2.0	-3.4	11	14	7	4	-6	0.3	-11
COc1cc(/C=N/N2CCN(c3ccccc3OC)CC2)ccc1OC(C)=O	-0.2	-2.7	42*	1.4	22	-5	-5	-1.0	?
CS(=O)(=O)Nc1ccccc1C(=O)NCCSc1ccccc1	-2.1	-4.0	-17	0.8	7	13	-10	0.4	8
COc1ccc2c(c1)[n+](=O)c(C(C)=O)c(C)n2[O-]	-0.4	-3.5	-5	-0.6	6	-73	5	·	?
Cc1ccc(NS(=O)(=O)c2cc(C(=O)N3CCOCC3)ccc2C)cc1C	0.7	-1.5	1	0.5	-7	10	13	·	-12
O=C(NCC1CCCO1)c1cc2ccccc2nc1Cl (configuration not stated)	-0.4	0.0	-3	1.7	12	2	2	2.0	-5
COC(=O)c1ccccc1NC(=O)c1ccc2c(c1)OCCCO2	-0.6	1.0	-2	0.5	16	-4	2	1.4	-10
O=C(N/N=C/c1c(O)n(-c2ccccc2)c(=O)[nH]c1=O)c1ccncc1	0.3	1.1	-1	-0.9	-3	2	12	·	8
O=C(Nc1ccc2oc(-c3ccncc3)nc2c1)c1ccc([N+](=O)[O-])o1	-0.5	-3.1	-9	0.9	-5	-3	14	-2.4	16
CC(C)C(=O)Nc1ncc(C(F)(F)F)cc1Cl	0.0	-4.1	-8	-0.5	0	-7	-3	·	-5
Nc1nc(-c2cccs2)c(CC(=O)O)s1	0.5	1.1	1	-0.6	8	-9	-16	-0.5	-6
Cc1coc2cc3oc(=O)c(CCC(=O)NCCCN4CCCC4=O)c(C)c3cc12	-0.1	-0.4	0	1.5	3	7	-21	1.1	2
O=C(COC(=O)C1CC2CCCC(C1)C2=O)NC1CCCCC1 (configuration not stated)	-4.3	-0.4	-2	2.8	4	5	-11	-3.9	-2

Copied from the list:
In BoNT F protease, Nc1nc(-c2cccs2)c(CC(=O)O)s1 is listed with -6
In PfHsp40 yeast, COc1ccc2c(c1)[n+](=O)c(C(C)=O)c(C)n2[O-] is listed with -0.6
In Yp Topo-I inh, COc1ccccc1-c1nc(-c2ccc(C(=O)O)cc2)no1 is listed with -8
In CCHFV vOTU inh, COc1cc(/C=N/N2CCN(c3ccccc3OC)CC2)ccc1OC(C)=O is listed with -5
In PfHsp40 yeast, COc1ccc(/C=C2/SC(=S)N(CC(=O)O)C2=O)cc1OCc1ccc(Cl)cc1 is listed with 14
In TcdB inh, CS(=O)(=O)Nc1ccccc1C(=O)NCCSc1ccccc1 is listed with 0.4

The listing continues:
SMILES	BoNT A protease	FadD28 binding	Anthrax LF prot	PfHsp40 yeast	Yp Topo-I inh	PrPC TRFRET	CCHFV vOTU inh	TcdB inh	BoNT F protease
C[C@H](CO)N1C[C@H](C)[C@@H](CN(C)S(=O)(=O)c2cccs2)Oc2c(NS(=O)(=O)c3ccc(F)cc3)cccc2C1=O	-0.3	-0.6	2	-2.1	17	0	2	0.5&0.8	-2
CCOC(=O)N1CCN(C2CCCN(C(=O)c3cccc(Cl)c3)C2)CC1 (configuration not stated)	2.1	-2.4	-1	-1.5	-5	6	-3	0.2	5
CCOC(=O)C1=C(C)NC2=C(C(=O)CC(C)(C)C2)C1c1ccsc1 (configuration not stated)	1.6	-4.8	-2	-0.1	-3	4	-23	·	-1
Brc1ccc([C@H]2C=C[C@H]3CCCN4CC[C@H]2[C@@H]3[C@]42CO2)cc1	-1.3	·	-11	·	·	-4	2	0.2	-12
COc1cccc(C2(O)CCN(C(=O)C3CCC3)CC2)c1	-0.2	-3.1	-2	-0.5	-8	8	18	·	3
CCN(CC)S(=O)(=O)c1ccc(N/N=C/c2ccc(OC)c(OC)c2OC)nc1	-0.9	-1.2	-1	0.2	-5	-1	-4	-1.2	-8
Cc1ncc(C[n+]2csc(CCOC(=O)C34CC5CC(CC(C5)C3)C4)c2C)c(N)n1	-0.7	-0.8	-7	2.7	-1	-4	-20	0.2	-2
Brc1ccccc1-c1nnc(SCc2nc3ccccc3s2)o1	4.9	-1.4	1	3.5	49	3	24	-0.6	-22
Cc1noc(C)c1CSCC(=O)OCc1nc2ccccc2c(=O)n1CC#N	6.6	0.4	1	0.5	-6	6	0	·	6
O=C(NCCC1CCCCN1S(=O)(=O)c1ccc(Cl)cc1)C(=O)NCc1ccncc1 (configuration not stated)	-0.6	-3.0	3	-0.3	17	11	-11	-0.8	-2
O=C(c1ccccc1)c1ccc2nc(-c3ccc(NC(=O)c4ccccc4Br)cc3)[nH]c2c1	-0.2	-2.0	-8	0.2	0	-4	3	0.7	-2
COc1ccccc1CN1CC(C(=O)N(C)Cc2nc(C)cs2)CCC1=O (configuration not stated)	-1.5	0.4	1	-0.2	-4	3	6	0.8	7
CSC1=NSC2=NC(=O)/C(=C\c3ccc(OC(=O)c4ccco4)cc3)C(=N)N12	0.1	0.4	0	-2.2	5	-12	9	0.7	0
O=C(Nc1ccccc1)c1cccc2c(-c3cccnc3)coc12	-0.2	-6.2	2	·	7	2	16	0.2	-2
COc1ccc(S(=O)(=O)Nc2ccc(NC(C)=O)cc2)cc1[N+](=O)[O-]	-0.4	-3.3	-1	3.9	-8	3	-6	0.8	-1
CCCCN(C(=O)c1oc2ccc(OCC)cc2c1C)c1c(N)n(CC(C)C)c(=O)[nH]c1=O	-1.3	-2.3	-5	-1.1	-7	0	-1	-3.0	-12
COc1ccc(NS(=O)(=O)c2cc(NC(=O)c3cnc(C)cn3)ccc2N2CCCCC2)cc1	0.3	-5.4	0	-0.1	25	16	-7	·	-3
CCN(CC)S(=O)(=O)c1ccc(NC(=O)CSc2nnc(-c3cccc(OC)c3)n2C)cc1	-1.1	0.4	-3	-0.7	2	-7	8	-1.6	-4
CC1=CC2OC3CC4OC(=O)C=CC=CC(=O)OCCC(C)C(O)C(=O)OCC2(CC1O)C4(C)C31CO1 (configuration not stated)	-0.3	-2.1	-8	·	-6	·	·	·	-5
Cc1cccc(CSC2=NCCN2C(=O)C2CC2)c1	1.2	0.6	0	0.6	-2	-4	3	·	-4
Cc1nnc(NC2=NCCC2)o1	0.0	-0.7	-1	0.4	1	-2	2	·	2
CC(=O)N1CCc2cc(S(=O)(=O)N3CC(C)CC(C)C3)ccc21 (configuration not stated)	-1.6	-6.6	0	-0.5	-2	0	1	1.5	0
COc1ccc(NC(=O)C2(C)CCN2Cc2csc3ccccc23)cc1OC (configuration not stated)	-0.3	-4.8	-4	·	16	-1	-13	4.0	-16
O=C(NC1CCCC1)c1ccc(S(=O)(=O)N2CCOCC2)cc1	0.0	-0.9	4	-1.9	7	5	-10	·	6
CCOc1ccc(Br)cc1C(=O)Nc1ccc(C(=O)NCC(C)C)cc1	0.7	-2.8	-2	0.2	-2	-6	-6	·	-6

Already shown: an excerpt of the list.
SMILES	BoNT A protease	FadD28 binding	Anthrax LF prot	PfHsp40 yeast	Yp Topo-I inh	PrPC TRFRET	CCHFV vOTU inh	TcdB inh	BoNT F protease
CC(=O)N1CCc2cc(S(=O)(=O)N3CC(C)CC(C)C3)ccc21 (configuration not stated)	-1.6	-6.6	0	-0.5	-2	0	1	1.5	0
COc1ccc(NC(=O)C2(C)CCN2Cc2csc3ccccc23)cc1OC (configuration not stated)	-0.3	-4.8	-4	·	16	-1	-13	4.0	-16
O=C(NC1CCCC1)c1ccc(S(=O)(=O)N2CCOCC2)cc1	0.0	-0.9	4	-1.9	7	5	-10	·	6
CCOc1ccc(Br)cc1C(=O)Nc1ccc(C(=O)NCC(C)C)cc1	0.7	-2.8	-2	0.2	-2	-6	-6	·	-6
